SRC1 TRFRET art: counter-screen for PPARgamma SRC-1 recruitment agonists: TR-FRET artefact; TR-FRET detection artefact counter-screen, emission ratio; active compounds read high; TR-FRET ratio at 8 µM; 0.34% of 99,000 active; AID 1051; in the data active = TR-FRET ratio above about 2300; note: inactives centre near 1800; reference of the scale not given here
SRC3 TRFRET art: flags TR-FRET format artefacts in PPARgamma SRC-3 recruitment agonist screen | TR-FRET artefact counter-screen, PPARgamma/SRC-3 format; active compounds read high | TR-FRET ratio at 8 µM | 0.39% of 99,000 active | AID 1048; in the data active = TR-FRET ratio above about 2000; note: inactives centre near 1600; reference of the scale not given here
* marks the source's active call; other numbers are inactive results.

SMILES	SRC1 TRFRET art	SRC3 TRFRET art
COc1cc2c(cc1OC)N1C(=O)CC(OCC(=O)O)C3C4CC5(CCN5C(=O)C4=O)C2C31 (stereo not drawn)	1831	1572
COC(=O)[C@@H](NC(=O)O[C@@H]1C(=O)c2ccc(OC)cc2O[C@H]1c1cccc(C(F)(F)F)c1)C(C)C	1625	1361
CC(C)(C)c1ccc(-c2cnco2)cc1	1648	1585
O=C(/C=C/c1ccc2ccccc2n1)N1CCN(c2ccccc2)CC1	1727	1487
COc1cccc(CN2C(=O)c3cccc(N)c3C2=O)c1	1942	1449
Clc1ccccc1OCCn1cnc2ccccc21	1395	1554
CCOCCCNC(=S)NCCNc1nc2ccc(C)cc2cc1C#N	1823	1653
CCOC(=O)C1=C(C)Nc2ccccc2N=C1NC(=O)C(c1ccccc1)c1ccccc1	2300	2077*
CC(=O)N1N=C(c2ccc(C)cc2)OC1c1cccnc1 (stereo not drawn)	1679	1796
Cc1cc(C(=O)OC(C(=O)Nc2cccc(C(F)(F)F)c2)c2ccccc2)c(C)o1 (stereo not drawn)	1656	1547
COc1ccccc1-c1ccc(/C=C2/C=C(CC(C)C)OC2=O)o1	2103	1723
COc1cnn(-c2ccc(C)cc2)c(=O)c1Cl	1890	1579
O=C1N(Cc2cccnc2)C[C@@H]2C[C@@H](c3cccc(OC4CCCC4)c3)N3CCC[C@@]123	1756	1774
COCCn1c(C)cc(/C=N/NC(=O)c2cccnc2)c1C	2004	1770
Cc1ccc(NC(=O)CNC(=O)c2cccs2)cc1S(=O)(=O)Nc1ccc(Cl)cc1	1615	1563
O=C(O)c1cccc(N2C(=O)Nc3ccccc3N2O)c1	1703	1444
C=CCN(CC=C)C(=S)Nc1ccc2nsnc2c1	2267	1930
O=C(NCCCN1CCCC1=O)c1ccc(Cl)c(Cl)c1	1845	1817
CCOC(=O)C1CCN(C(=S)NC2CCCC2)CC1	1776	1565
COCC(=O)NC1(c2nnnn2CCOC(=O)Nc2ccc(Cl)cc2)CCCCC1	2099	1521
O=C(CCn1nc(-c2ccccc2)ccc1=O)N1CCN(c2ccccn2)CC1	1629	1391
CCN(CC)C(=O)C1=C(C)NC(=S)NC1c1cccs1 (stereo not drawn)	1728	1440
CCOC(=O)c1ccc(Nc2ncccc2[N+](=O)[O-])cc1	1612	1527
CCOC(=O)c1ccccc1NC(=O)COC(=O)c1ccc(C)c(S(=O)(=O)N2CCOCC2)c1	1773	1417
CN(CC(=O)Nc1cc(S(=O)(=O)N2CCOCC2)ccc1Cl)C1CCS(=O)(=O)C1 (stereo not drawn)	2152	1596
Cc1cccc(NC(=O)CSc2ccc(-c3ccco3)nn2)c1C	1873	1594
COC(=O)C(NC(=O)c1ccco1)(Nc1nc(C)cs1)C(F)(F)F (stereo not drawn)	1699	1550
COc1ccccc1OCC(=O)NNC(=O)c1c(-c2ccccc2Cl)noc1C	1841	1559
Cc1ccc(NNC(=O)C(=O)N2CCCCC2)cc1	1676	1593
C/C(=N\n1cnnc1)c1ccccc1	1741	1568
CCOC(=O)C1=C(COC(=O)C2(C)CC2(Cl)Cl)NC(=O)NC1c1ccc(OC)cc1 (stereo not drawn)	1714	1495
Cc1cc(C)c2sc(N(CCN(C)C)C(=O)c3c(F)cccc3F)nc2c1	1551	1501
Cc1cc(C)c(NC(=S)N(CCCN2CCOCC2)Cc2cccnc2)c(C)c1	1934	1923
CCOC(=O)c1[nH]ncc1CN1CCCC(C(=O)c2ccc(C(C)(C)C)cc2)C1 (stereo not drawn)	1934	1668
CC(=O)c1cccc(NC(=O)C(=O)c2cn(CC(=O)N3CCCCC3)c3ccccc23)c1	1649	1661
CCOc1ccccc1NC(=O)CCS(=O)(=O)c1cccc2nonc12	1918	1622
C/C(=N/NC(=O)CNC(=O)c1cccc(F)c1)c1ccc2c(c1)CCCC2	1827	1381
C/C(=N\NC(=O)COc1ccc(C(C)(C)C)cc1)c1ccc2c(c1)OCCO2	2194	1694
CC1(C)CC(=O)c2cc(NC(=O)c3ccccc3)c(=O)oc2C1	1983	1815
CC(C)CCNC(=O)c1ccc2c(c1)N(Cc1ccccc1)C(=O)CS2=O (stereo not drawn)	1623	1645
Clc1cccc(CSc2ccc(-c3cccnc3)nn2)c1	1723	1497
Cc1cc(-c2nn(-c3ccccc3F)cc2CN(C)CC(O)CO)c(C)s1 (stereo not drawn)	1768	1327
OCC1(Cc2ccccc2)CCN(Cc2cnc(-c3cccc4ccccc34)nc2)CC1	1933	1800
O=C(CNC(=O)C(c1ccccc1)c1ccccc1)OCc1ccccc1	1686	1466
O=C(CCC(=O)c1cccs1)NC1CCCCCC1	1867	1450
Cc1cccc(/C(N)=N/OC(=O)c2ccc(Br)o2)c1	2011	1488
Cc1cnc([N+](=O)[O-])n1CCOC(=O)NC(=O)c1ccccc1Cl	1855	1449
COC(=O)CCCCCCCCCC[N+]1(C)CCCCC1	1802	1638
CC(=O)N(C(C)=O)n1c(/C=C/c2ccc([N+](=O)[O-])cc2)nc2ccccc2c1=O	1708	1666
COc1cc(N/N=C(\C)c2ccc(N)cc2)nc(-c2ccccc2)n1	1993	1818

Part of the list above in order of length of the SMILES, smallest number first:
SMILES	SRC1 TRFRET art	SRC3 TRFRET art
COc1cnn(-c2ccc(C)cc2)c(=O)c1Cl	1890	1579
CCOC(=O)C1CCN(C(=S)NC2CCCC2)CC1	1776	1565
O=C(CNC(=O)C(c1ccccc1)c1ccccc1)OCc1ccccc1	1686	1466
CCOC(=O)C1=C(C)Nc2ccccc2N=C1NC(=O)C(c1ccccc1)c1ccccc1	2300	2077*

(further entries)
SMILES	SRC1 TRFRET art	SRC3 TRFRET art
CC(NC(=O)COc1ccc(-c2nnco2)cc1)c1ccc(Cl)cc1Cl (stereo not drawn)	1740	1598
COc1ccc(-c2csc(NCc3ccco3)n2)cc1C	1908	1741
C/C(=N\NC(=O)Cn1c(-c2ccccn2)nc2ccccc21)c1cccc(O)c1	1668	1404
CCCCNC(=S)N/N=C/c1cc(C)ccc1C	1662	1508
Cc1ccc(C)c(OCC(=O)Nc2ccc3c(c2)OCO3)c1	2082	1590
N#Cc1nc(COc2ccc(F)cc2)oc1N1CCCCC1	1596	1825
O=C(OCC(=O)N1CCCC1)c1c2c(nc3ccccc13)CCCCC2	1765	1712
Cc1sc2ncnc(OCC(=O)N3CCN(C(=O)c4ccco4)CC3)c2c1C	1537	1498
COc1ccc(/C=C/c2nc(N)nc(-c3ccccc3O)n2)cc1	1908	1574
O=C(Cn1cc(C(F)(F)F)ccc1=O)N/N=C/c1cccc(Cl)c1	1902	1761
COC(=O)c1ccc(N/N=C/c2cc([N+](=O)[O-])cc(OC)c2O)cc1	1664	1557
C/C(=N\NC(=O)CNc1ccc(F)cc1)c1cc2ccccc2o1	1726	1287
COc1ccc(CC(=O)NNS(=O)(=O)c2ccc(F)cc2)cc1OC	1693	1459
CC12C(=O)N(c3ccc(OC(=O)c4ccco4)cc3)C(=O)C1C1c3ccccc3C2c2ccccc21 (stereo not drawn)	1580	1394
COc1ccccc1-c1ccc(SCc2ccc(F)cc2)nn1	1341	1527
CCC(C)NC(=O)C1CCN(S(=O)(=O)N2CCOCC2)CC1 (stereo not drawn)	1723	1580
CS(=O)(=O)c1ccc(C(=O)OCc2nnc(-c3ccc(Cl)cc3)o2)cc1[N+](=O)[O-]	1772	1559
COc1ccc(S(=O)(=O)N2CCOCC2)cc1NC(=O)Cn1nnc2ccccc2c1=O	2058	1635
CCn1cc(C(=O)NC2CCCCCC2)c2cc(OC)c(OC)cc2c1=O	1750	1603
OCCC1CN(Cc2cnc(-c3ccccc3)s2)CCN1Cc1ccccc1 (stereo not drawn)	1668	1677
O=C(CNC(=O)c1ccccc1)NCc1ccc(Cl)cc1	1696	1664
CCN(CC)C(=O)C1CCCN(Cc2ccccc2F)C1 (stereo not drawn)	1729	1563
Cn1nccc1C(=O)Nc1cccc(C(F)(F)F)c1	1682	1681
CCC(C)c1ccc(NC(=O)C/C(C)=N/NC(=O)c2cnccn2)cc1 (stereo not drawn)	1618	1490
CCN(CC)S(=O)(=O)c1ccc(C(=O)N2CCc3ccccc32)cc1	1607	1607
COc1cc(/C=N/S(=O)(=O)CCc2ccccc2)ccc1O	1771	1437
CCOC(=O)NC(=O)c1cn(CCNCCO)c(=O)[nH]c1=O	1856	1614
Cc1ccc(S(=O)(=O)Nc2ccncc2)c(C)c1N(C)S(=O)(=O)c1ccc(F)cc1	1840	1632
COc1cc2nc(Cl)nc(N3CCCCC3)c2cc1OC	1617	1838
CCO[C@H]1OC(C(=O)N2CCN(C)CC2)=C[C@@H](c2ccc3c(c2)OCO3)[C@@H]1CCCO	1745	1582
Cc1ccc(NC(=O)C2CCCCC2)c(O)c1	1764	1709
Cc1ccc(S(=O)(=O)NCC(=O)OCC(=O)Nc2ccccc2OC(F)F)cc1	2034	1668
O=C(c1ccccc1Br)N1CCN(c2ccc([N+](=O)[O-])c(N3CCOCC3)c2)CC1	1881	1354
N#Cc1ccc(NC(=O)CNc2cc(S(=O)(=O)N3CCOCC3)ccc2NCC2CCCO2)cc1 (stereo not drawn)	2060	1593
Cc1ccc(C)c(OCC(=O)Nc2ccc(S(=O)(=O)Nc3ccccn3)cc2)c1C	1772	1350
CCCC(=O)OCC(=O)NC1CCCc2ccccc21 (stereo not drawn)	1831	1653
CCc1ccccc1NC(=S)NCCSc1ccc(Cl)cc1	1483	1233
O=C(Nc1cccc(F)c1)c1cc(S(=O)(=O)N2CCC3(CC2)OCCO3)ccc1F	1892	1480
Cc1nc(CNC(=O)CC2C(=O)NCCN2Cc2cccc(Oc3ccccc3)c2)cs1 (stereo not drawn)	1933	1539
CCOC(=O)c1cc(C(=O)OCC)c(=O)[nH]c1N1CCCC1	1548	1540
CN(C)c1ccc(/C=N/N(Cc2ccccc2)c2ccccc2)cc1	1945	1706
Cc1ccnc2nc(C(=O)Nc3nnc(-c4ccccc4)o3)nn12	1778	1408
CNCC(O)COc1cccc(OC)c1 (stereo not drawn)	1778	1306
Cc1nn(C)c(C)c1S(=O)(=O)N1CCCC(C(=O)NCCc2ccc(Cl)cc2)C1 (stereo not drawn)	1823	1712
CC(C)(C)C(=O)Nc1cc(S(=O)(=O)Nc2ccc(Cl)cc2)ccc1O	2037	1581
O=C(c1ccccc1Cl)N(Cc1ccc(Cl)c(Cl)c1)N1C(=O)CCCC1=O	1697	1576
CCCCS(=O)CC(COC)OC(=O)c1ccccc1 (stereo not drawn)	1860	1477
O=C(CCS(=O)(=O)c1ccccc1)Nc1ccc(-c2nc3ccccc3s2)c(O)c1	1691	1697
C[C@]12CCC(=O)C=C1[C@H](O)C[C@@H]1[C@@H]2[C@@H](O)C[C@@]2(C)[C@H]1CC[C@]2(O)C(=O)CO	1640	1507
CCOc1cc(/C=C2\SC(=O)N(CC(=O)Nc3ccccc3F)C2=O)cc([N+](=O)[O-])c1O	1629	1726

Whole records, quoted from the list. Order of values: SRC1 TRFRET art, SRC3 TRFRET art
`Cc1ccnc2nc(C(=O)Nc3nnc(-c4ccccc4)o3)nn12` is listed with 1778, 1408
`O=C(CCS(=O)(=O)c1ccccc1)Nc1ccc(-c2nc3ccccc3s2)c(O)c1` is listed with 1691, 1697
`O=C(c1ccccc1Cl)N(Cc1ccc(Cl)c(Cl)c1)N1C(=O)CCCC1=O` is listed with 1697, 1576

The main list resumes; the seven compounds before the break are reprinted first.
SMILES	SRC1 TRFRET art	SRC3 TRFRET art
Cc1nn(C)c(C)c1S(=O)(=O)N1CCCC(C(=O)NCCc2ccc(Cl)cc2)C1 (stereo not drawn)	1823	1712
CC(C)(C)C(=O)Nc1cc(S(=O)(=O)Nc2ccc(Cl)cc2)ccc1O	2037	1581
O=C(c1ccccc1Cl)N(Cc1ccc(Cl)c(Cl)c1)N1C(=O)CCCC1=O	1697	1576
CCCCS(=O)CC(COC)OC(=O)c1ccccc1 (stereo not drawn)	1860	1477
O=C(CCS(=O)(=O)c1ccccc1)Nc1ccc(-c2nc3ccccc3s2)c(O)c1	1691	1697
C[C@]12CCC(=O)C=C1[C@H](O)C[C@@H]1[C@@H]2[C@@H](O)C[C@@]2(C)[C@H]1CC[C@]2(O)C(=O)CO	1640	1507
CCOc1cc(/C=C2\SC(=O)N(CC(=O)Nc3ccccc3F)C2=O)cc([N+](=O)[O-])c1O	1629	1726
COc1ccc(Nc2oc(-c3ccccc3)nc2C#N)cc1	2089	1460
CC(C)(C)C1CCC(=NNC(=S)Nc2cccnc2)CC1 (stereo not drawn)	1979	1378
CC(=O)/C(=N\Nc1ccccc1)Sc1nncn1C	1640	1771
CC(/C=N/NC(=O)c1cc(-c2ccc3ccccc3c2)n[nH]1)=C\c1ccco1	1961	1662
COc1ccc(OC)c(NC(=O)c2cccc(C)c2[N+](=O)[O-])c1	1890	1804
COc1cccc(Nc2ccc(C(=O)O)cc2[N+](=O)[O-])c1	1720	1581
Nc1nc2c(c(=O)[nH]1)C(c1cccc3ccccc13)C1=C(N2)c2ccccc2C1=O (stereo not drawn)	1743	1719
O=C(Cc1c(F)cccc1Cl)Nc1ccc(S(=O)(=O)NCC2CCCO2)cc1 (stereo not drawn)	1879	1573
Oc1ccccc1CN(Cc1ccco1)CC(O)COCc1ccc(Cl)cc1 (stereo not drawn)	1821	1695
COc1ccc(C(=O)NCc2nnc(SCC(=O)NO)n2Cc2ccccc2)cc1	1538	1486
Cc1ccc(NC(=O)CSc2nnc(-c3n[nH]c4ccccc34)n2-c2ccccc2)c(C)c1	1883	1758
O=C(Nc1nncs1)c1cc2c(s1)CCC2	1689	1436
COc1ccc(Nc2nnc(-c3ccc(O)cc3)c3ccccc23)cc1C(N)=O	1812	1460
Cc1[nH]c(=S)[nH]c(=O)c1CCCO	1732	1753
COc1ccc(N=C2SC(C(=O)Nc3ccc(F)cc3)CC(=O)N2C)cc1 (stereo not drawn)	1911	1567
CC(C)N1CCC(N2CCN(Cc3ccc(-c4ccccc4Cl)o3)CC2CCO)CC1 (stereo not drawn)	1673	1426
O=C(CSc1nc2nc3c(cc2c(=O)n1-c1ccccc1)CCCC3)Nc1cccc2ccccc12	2437*	2727*
CCOC(=O)C1(CC2CC2)CCN(C(=O)c2cccnc2C)CC1	1595	1624
CNC(=O)[C@@]1(C)C=C[C@@H](Cc2ccccc2)N1C(=O)OC	1725	1688
NC(=O)c1c(NC(=O)c2ccncc2)sc2c1CCCC2	1868	1732

Not all compounds are listed; count on the stated rates, not on these rows.
